M1 ag parental – counter-screen for M1 agonists: effect in parental CHO-K1 cells; Fluo-8 calcium fluorescence; scaled to maximal ATP response, vehicle zero; activation, % at 3 µM; hit rate 0.48% among 360,000; AID 602248; in the data active = activation above about 15%;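 note: untransfected CHO-K1 host cells lacking M1 receptor as counterscreen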
GPR7 antag – human neuropeptides B/W receptor 1 antagonism | P48145 | GPR7-expressing cells, fluorescence antagonist assay | AID 1861 | hit rate 1.1% among 290,000 | inhibition, % at 4.4 µM; in the data active = inhibition above about 16%, passing the limit was not always enough;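 note: cells stimulated with the agonist NPW; 0% = agonist with vehicle and 100% = vehicle without agonist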
CHO parental Ca – counter-screen for OX1R antagonists: effect in parental CHO cells | parental CHO-K1, ATP-induced calcium, Fluo-8 fluorescence | inhibition, % at 5.6 µM | hit rate 0.63% among 330,000 | AID 463079;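 active = inhibition above that plate's mean sample inhibition plus 3 SD, cut at about 26% in these data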;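 note: 0% = ATP-challenged DMSO wells and 100% = DMSO wells without ATP; some compounds past the cut are filed as inactive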
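Material: Parental CHO cells | Reagent: ATP | Compound dosing: Single nominal dose of 5.6 µM per compound | Detection: Intracellular calcium via Fluo-8 no-wash fluorescent dye | Read-out: % inhibition of ATP-induced calcium mobilization | Benchmarks: Low control ATP plus DMSO, high control DMSO only | Replicates: Singlicate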
OXTR agonist – activates the human oxytocin receptor; P30559; CHO-OTR cells, Fluo-8 calcium fluorescence; normalized: DMSO 0%, oxytocin 100%; activation, % at 3 µM; hit rate 0.32% among 320,000; AID 2435;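 active = activation above the mean of all tested compounds plus 3 SD, cutoff set per screening run, cut at about 20% in these data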;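 note: peak over basal fluorescence ratio from a 100 s FLIPR kinetic read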
Target sequence (P30559 whole entry, looked up): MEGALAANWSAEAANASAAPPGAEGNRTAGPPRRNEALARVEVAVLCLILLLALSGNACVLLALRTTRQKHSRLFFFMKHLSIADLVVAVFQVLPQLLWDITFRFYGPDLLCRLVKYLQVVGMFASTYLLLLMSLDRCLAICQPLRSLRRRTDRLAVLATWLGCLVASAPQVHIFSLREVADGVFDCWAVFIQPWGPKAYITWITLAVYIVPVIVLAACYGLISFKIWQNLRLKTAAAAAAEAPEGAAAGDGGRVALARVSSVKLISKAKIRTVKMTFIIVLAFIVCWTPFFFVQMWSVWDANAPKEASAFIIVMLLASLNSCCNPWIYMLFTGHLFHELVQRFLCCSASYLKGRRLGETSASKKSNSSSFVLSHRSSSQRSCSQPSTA
V1aR counter – V1a receptor agonism, counter-screen for OXTR agonists; CHO-V1R cells, Fluo-8 calcium fluorescence, agonist mode; 0% DMSO, 100% 3 nM vasopressin; hit rate 0.25% among 320,000; AID 2797; activation, % at 3 µM; P37288;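 active = activation above the mean activation of all tested compounds plus 3 SD, per screening run, cut at about 20% in these data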;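 note: signal is peak over basal fluorescence ratio across a 100 second FLIPR read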
Target sequence (P37288 whole entry, looked up): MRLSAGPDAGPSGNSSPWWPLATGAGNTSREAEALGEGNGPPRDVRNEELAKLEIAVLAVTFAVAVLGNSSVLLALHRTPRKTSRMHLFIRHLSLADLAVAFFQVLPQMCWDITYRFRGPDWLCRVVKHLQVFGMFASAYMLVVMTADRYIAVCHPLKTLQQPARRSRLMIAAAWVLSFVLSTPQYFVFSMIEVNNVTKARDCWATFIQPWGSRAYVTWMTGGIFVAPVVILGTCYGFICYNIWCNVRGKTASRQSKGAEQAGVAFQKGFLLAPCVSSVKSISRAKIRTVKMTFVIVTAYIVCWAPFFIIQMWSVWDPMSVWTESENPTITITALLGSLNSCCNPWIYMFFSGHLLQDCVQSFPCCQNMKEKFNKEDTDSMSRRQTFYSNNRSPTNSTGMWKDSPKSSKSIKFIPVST
TAAR1 antag – human TAAR1 antagonism | Q96RJ0 | CHO RD-HGA16 TAAR1, Fluo-8 calcium fluorescence, antagonist | inhibition, % at 3 µM | hit rate 1.5% among 360,000 | AID 624466;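 active = inhibition above a per-plate cutoff, the mean inhibition of test compounds on that plate plus 3 SD, cut at about 49% in these data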;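 note: 0% = DMSO plus EC80 beta-PEA response and 100% = DMSO alone without agonist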
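System: RD-HGA16 CHO cells with stable hTAAR1 and Gα16 | Probe or stimulus: EC80 β-phenethylamine stimulus | Dosing: 3 µM, single point | Times: Dye loading 75 min at 37 °C, then 30 min room temperature | Measured by: Fluo-8 calcium-sensitive fluorescence | Read-out basis: % inhibition of agonist calcium response | Replicates: n of 1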
OXTR potentiator – potentiates the human oxytocin receptor response | activation, % at 3 µM | CHO-OTR cells, Fluo-8 calcium fluorescence, potentiator mode; 0% = oxytocin EC15, 100% = EC100 | hit rate 0.061% among 320,000;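 active = activation above that plate's cutoff, the mean activation of tested compounds plus 3 SD, cut at about 6.6% in these data, passing the limit was not always enough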;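 note: 100% uses oxytocin at 75 nM as the full agonist control; some results filed as inactive read as strong as hits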
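Dosing: Single dose, 3.0 µM nominal final compound concentration | Material: Human OTR in CHO cells | Technique: Kinetic Fluo-8 calcium fluorescence | Benchmarks: EC15 oxytocin alone as 0%, 75 nM oxytocin as 100% | Probe or stimulus: Oxytocin at about EC15, sub-maximal agonist stimulus | Incubation: Compound 6 min at room temperature before oxytocin, 100 s read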
CHO-K1 Ca antag – counter-screen for M1 antagonists: effect in parental CHO-K1 cells | inhibition, % at 3 µM | ATP-induced calcium, Fluo-8 fluorescence | hit rate 0.6% among 360,000 | AID 602250;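 active = inhibition above a per-plate cutoff, the plate's mean sample inhibition plus 3 SD, cut at about 24% in these data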;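 note: 0% = DMSO plus EC80 ATP and 100% = DMSO alone without ATP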
CHO-K1 Ca PAM – nonselective activator or artifact in parental CHO-K1 calcium assay. ATP EC20, Fluo-8 calcium fluorescence; 0% at ATP EC20, 100% at ATP max. activation, % at 3 µM. hit rate 0.02% among 360,000. AID 602247;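 active = activation above the run cutoff, the mean activation of all test compounds plus 3 SD, cut at about 40% in these data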;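 note: peak over basal fluorescence ratio in a 140 s read after ATP addition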
Active calls of the source: *; · = not tested or not shown.

Results follow in this order: M1 ag parental, GPR7 antag, CHO parental Ca, OXTR agonist, V1aR counter, TAAR1 antag, OXTR potentiator, CHO-K1 Ca antag, CHO-K1 Ca PAM
- CC(/C=N/NC(=O)CSc1ccccn1)=C\c1ccc(C(C)C)cc1
→ -0.2, 4, -32, -1.7, 0.7, 13, -5, 1, -12
- O=C(Cn1nc(-c2ccccc2)c2ccccc2c1=O)NCCN1CCOCC1
→ 0.1, -6, -7, -0.2, 1.1, -5, 0, -2, 9
- CCOc1ccccc1C1CC(=O)NC(SCC(=O)Nc2nccs2)=C1C#N (stereo unspecified)
→ 0.7, -10, -3, -1.0, 0.3, -8, -8, -13, 17
- COc1cc(C2N(Cc3ccccc3)CCN2Cc2ccccc2)ccc1OC(C)=O
→ 0.3, -3, -16, -1.2, 0.6, -4, -5, 4, 21
- CC1CN(c2ccc(Cl)cc2[N+](=O)[O-])CCN1S(C)(=O)=O (stereo unspecified)
→ 1.2, 1, -4, 1.7, 1.3, 5, -4, 3, 11
- CCNC(=O)C1(C)CCN1CCC(=O)c1ccc(C)cc1 (stereo unspecified)
→ 0.1, ·, ·, ·, ·, -11, ·, -7, 24
- COCCNc1nc(NCc2ccc(C(C)C)cc2)c2sccc2n1
→ 5.9, ·, ·, ·, ·, -5, ·, 3, 16
- COc1cccc(CNc2nc(NC(C)C)nc3ccsc23)c1
→ 6.7, ·, ·, ·, ·, -11, ·, 2, 5
- CCOC(=O)C1CCCN(S(=O)(=O)c2cccs2)C1 (stereo unspecified)
→ 1.4, -10, -4, 0.3, -0.8, 4, -4, -20, 20
- O=C(COc1ccc(Cl)cc1Cl)NN=C1c2ccccc2-c2ccccc21
→ 0.1, -8, -12, 0.1, 0.1, -16, -4, -4, 14
- COc1ccc(Nc2nnc(SCC(=O)c3cc(C)n(CC4CCCO4)c3C)s2)cc1 (stereo unspecified)
→ 3.3, -3, -14, 2.5, 2.4, 24, -10, -6, 11
- COc1ccccc1Cc1c(-c2ccc(Cl)cc2)nc2c(Cl)cc(C(F)(F)F)cn12
→ 0.4, ·, ·, ·, ·, -2, ·, -8, 10
- COC(=O)N/N=C/c1ccc([N+](=O)[O-])s1
→ -0.3, -3, 4, -0.4, 1.8, -11, -1, 16, -5
- COc1ccc(/C=N/Nc2cc(N(C)C)nc(N(C)C)n2)cc1
→ 0.4, -7, -11, -0.5, 0.6, 4, 2, -2, 16
- COc1ccc(NC(=O)c2cc(C3CCCCN3C(=O)OCCF)on2)c(C)c1 (stereo unspecified)
→ 0.2, ·, ·, ·, ·, -11, ·, 4, 2
- O=C(NCCN1CCOCC1)c1cc(-c2ccc(Cl)s2)nc2ccccc12
→ 3.1, -2, -22, 5.7, 4.9, 2, -7, -18, 13
- CCOc1ccc(NC(=O)c2cc3ccccc3cc2OC)cc1
→ 1.0, 9, -16, -1.5, -0.1, 18, -15, 0, 4
- Cc1c(/C=N/O)c2ccccn2c1C=O
→ -0.3, 11, 0, 0.9, 1.9, 12, 2, -3, 12
- COc1ccc(NC(=O)Nc2nnc(C(C)(C)C)s2)cc1
→ 1.6, -1, -20, 1.9, 2.9, -7, -4, 13, -25
- Cc1cccc(N=Nc2c(C)c(C#N)c(O)[nH]c2=O)c1
→ 0.3, 6, -8, 0.4, 1.8, -11, -10, -10, 24
- CSC1=N/C(=C\C=C\c2cccs2)C(=O)S1
→ 0.3, 8, -1, -0.1, -0.6, 6, -17, -11, 6
- O=C(NCc1cccnc1)C1CCN(S(=O)(=O)c2cccc(C(F)(F)F)c2)CC1
→ 0.5, ·, -11, -0.1, -0.6, -1, -3, -4, 3
- O=S(=O)(NC1CC1)c1ccc(S(=O)(=O)N(Cc2ccccn2)C2CCCC2)cc1
→ 1.7, 6, -25, -0.1, 0.5, 15, -5, 1, 6
- O=C(CCn1nc(-c2ccccc2)c2ccccc2c1=O)NN1CCOCC1
→ 0.7, -1, -3, 0.1, 0.3, 11, -9, -14, 19
- CCOCC(=O)Nc1ccc2c(c1)OCCO2
→ 0.3, -15, 10, 1.3, 0.1, -4, -9, -4, 16
- COC(=O)CCC(=O)Nc1cccc(C(=O)Nc2cccc(Cl)c2)c1
→ 7.6, 10, -2, 14, 12, 20, -22, 1, 16
- CC(C)(C)CC(C)(C)N=C1NS(=O)(=O)c2cc([N+](=O)[O-])ccc21
→ 10, -13, -13, 8.6, 7.2, -5, -7, -5, 13
- CCCS(=O)(=O)N1CCCC(C(=O)Oc2ccc(Cl)cc2)C1 (stereo unspecified)
→ 2.1, 18, 9, -1.6, 0.2, 9, -19, -11, 20
- O=C(NCCOc1ccc(F)cc1)C1CCC(=O)N(CCCN2CCCC2=O)C1 (stereo unspecified)
→ -0.3, 8, 6, 0.8, 1.0, -30, -7, -15, -5
- COC(=O)C1CCN(C(=O)c2oc3c(Cl)cc(C)cc3c2C)CC1
→ 2.0, -10, -16, -1.7, -1.2, -1, -4, -9, -9
- CCCCCn1nc(C(=O)N(CC(C)C)c2c(N)n(CCCC)c(=O)[nH]c2=O)c2ccccc2c1=O
→ 0.1, ·, -13, -0.6, 0.0, -27, -9, -4, -3
- COc1cc(NC(=O)c2onc(C)c2Cl)c(OC)cc1Cl
→ 0.4, -2, -8, -1.8, -1.6, -30, -1, -8, 31
- O=C(O)c1cccnc1SCC(=O)C12CC3CC(CC(C3)C1)C2
→ 0.5, -13, -8, 0.1, -0.4, -5, -2, -14, 11
- CCN(CC)C(=O)C1CCN(Cc2cn(C)nc2-c2ccc(Oc3ccccc3)cc2)CC1
→ 1.1, 12, -13, -0.1, 2.4, -11, -6, -12, 15
- O=C(CSc1nnc2ccc(-c3ccncc3)nn12)c1cccs1
→ 1.1, -8, -15, -1.1, 0.3, -3, -8, -10, 11
- Cc1cc(=O)n2nc(N3CCCC(C(=O)NC4CCC(C)CC4)C3)sc2n1 (stereo unspecified)
→ -0.7, 3, -9, -1.2, -0.7, 1, -12, 17, -19
- CC(C)CNS(=O)(=O)c1ccc(OCC(=O)Nc2ccc3c(c2)OCCO3)cc1
→ 1.4, 7, -11, -1.1, 1.2, 2, 1, -2, 11
- CCOC(=O)C1(C)CCCN(C(=O)c2cc(F)ccc2C)C1 (stereo unspecified)
→ 0.8, ·, ·, ·, ·, -9, ·, -8, 14
- COc1ccccc1C1C(C(=O)c2cc3ccccc3o2)=C(O)C(=O)N1CCN(C)C (stereo unspecified)
→ -0.1, -19, -16, 0.7, -0.3, -3, -13, -6, 9
- O=C(CS(=O)(=O)Cc1ccccc1)Nc1ccccc1Cl
→ 0.1, -7, -1, -0.6, 0.4, -26, -6, -11, 18
- Cc1onc(C(=O)/C=C/N(C)C)c1C(=O)Nc1nccs1
→ -0.1, -5, -8, 0.8, 0.1, 13, -4, -4, -3
- CCN(Cc1ccccc1)C(=O)c1cccs1
→ -0.2, ·, ·, ·, ·, -38, ·, -12, 11
- COc1ccc(S(=O)(=O)N2CCOCC2)cc1NC(=O)CSc1cccc[n+]1[O-]
→ 0.5, 1, 3, 0.3, -0.6, -10, -3, -9, 8
- COc1ccc(-c2nnn(CC(=O)Nc3ccc4c(c3)OCCO4)n2)cc1OC
→ 0.1, ·, 3, 0.5, -0.2, ·, -4, -6, -17
- CC(OC(=O)c1cccc(S(=O)(=O)Nc2cccc(C(F)(F)F)c2)c1)C(=O)Nc1ccc2c(c1)OCCO2 (stereo unspecified)
→ 1.9, 1, -20, 0.8, 3.3, 24, -6, 21, -10
- COC(=O)c1cccc(-n2sc3ccccc3c2=O)c1
→ 0.3, ·, -12, 5.0, 0.8, 33, 2, 7, -20
- Cc1cc(C)c(C)c(S(=O)(=O)NCC(=O)N2CCCC2)c1C
→ 1.9, -14, -13, 0.2, 1.5, 2, -4, -6, 22
- CCc1nnc(NC(=O)CSc2nnc(C(C)NC(=O)c3ccccc3F)n2C)s1 (stereo unspecified)
→ 1.1, -7, -6, -1.0, 0.3, 3, -10, -6, 15
- O=C(NCCC1=CCCCC1)C1CCN(S(=O)(=O)N2CCCC2)CC1
→ 1.7, -3, -24, 0.1, 0.9, -11, -10, -8, 21
- CS(=O)(=O)c1ccc(C(=O)N2CCN(Cc3ccccc3)CC2)cc1
→ 0.3, -7, 13, 0.5, 1.7, 6, -10, -9, 30

Next part
Results follow in this order: M1 ag parental, GPR7 antag, CHO parental Ca, OXTR agonist, V1aR counter, TAAR1 antag, OXTR potentiator, CHO-K1 Ca antag, CHO-K1 Ca PAM
- O=C(NC1CC1)C1=C[C@@H](c2coc3ccccc3c2=O)C[C@@H](OCc2ccc(CO)cc2)O1
→ 0.1, -18, -8, 1.6, -0.5, 1, 0, -16, 0
- O=C(CN1CCN(c2ccccc2)CC1)N1N=CCC1c1ccccc1 (stereo unspecified)
→ 0.0, -11, -15, 0.2, 0.0, -3, -5, 8, 8
- C=CC[C@H](CC(=O)OC(C)(C)C)C(=O)OC[C@H]1CCCN1C(=O)[C@@H](CC=C)CC(=O)N(CCO)Cc1ccccc1
→ -0.2, ·, -17, -2.1, -1.7, 17, -10, -11, -14
- CCCc1c(C(=O)N/N=C/c2cccc3ccccc23)nnn1-c1nonc1N
→ 0.4, -6, -3, 0.4, 1.2, 3, -5, -8, 13
- CCn1c(SCC(=O)N(C)C2CCS(=O)(=O)C2)nnc1-c1ccccc1 (stereo unspecified)
→ 0.5, -8, -11, 0.9, -0.2, 9, -4, -1, -13
- CCOc1ccc2nc(N3CCCC(C(=O)NC4CCCC4)C3)sc2c1 (stereo unspecified)
→ 2.4, -15, -24, 0.4, 4.5, -24, -9, -16, 31
- CC(C)n1nc(C(=O)Nc2nnc(SCc3c(Cl)cccc3Cl)s2)c2ccccc2c1=O
→ 0.6, 4, -24, 0.3, 0.3, 15, -4, -21, 12
